From PubChem BioAssay
N370S GC mod = N370S glucocerebrosidase modulation, Gaucher chaperone candidate; Potency, µM (titrated, usually from 59.4 µM), for inactives: at the top dose activity change, negative = inhibition, actives largely listed as inhibitors; P04062; hit rate 0.092% among 330,000; AID 2101; N370S GC spleen homogenate, 4MU-glucoside fluorescence;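 note: 0% = full enzyme activity and -100% = no enzyme basal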
GCN5L2 inh = inhibitors of human GCN5L2 histone acetyltransferase; GCN5L2 HAT assay, ThioGlo1 CoA-SH fluorescence; Potency, µM (series often up to 58.9 µM), without a hit: at the top dose activity change, negative = inhibition, usual class: inhibitors; hit rate 0.21% among 390,000
Target sequence (Q92830 whole entry, looked up): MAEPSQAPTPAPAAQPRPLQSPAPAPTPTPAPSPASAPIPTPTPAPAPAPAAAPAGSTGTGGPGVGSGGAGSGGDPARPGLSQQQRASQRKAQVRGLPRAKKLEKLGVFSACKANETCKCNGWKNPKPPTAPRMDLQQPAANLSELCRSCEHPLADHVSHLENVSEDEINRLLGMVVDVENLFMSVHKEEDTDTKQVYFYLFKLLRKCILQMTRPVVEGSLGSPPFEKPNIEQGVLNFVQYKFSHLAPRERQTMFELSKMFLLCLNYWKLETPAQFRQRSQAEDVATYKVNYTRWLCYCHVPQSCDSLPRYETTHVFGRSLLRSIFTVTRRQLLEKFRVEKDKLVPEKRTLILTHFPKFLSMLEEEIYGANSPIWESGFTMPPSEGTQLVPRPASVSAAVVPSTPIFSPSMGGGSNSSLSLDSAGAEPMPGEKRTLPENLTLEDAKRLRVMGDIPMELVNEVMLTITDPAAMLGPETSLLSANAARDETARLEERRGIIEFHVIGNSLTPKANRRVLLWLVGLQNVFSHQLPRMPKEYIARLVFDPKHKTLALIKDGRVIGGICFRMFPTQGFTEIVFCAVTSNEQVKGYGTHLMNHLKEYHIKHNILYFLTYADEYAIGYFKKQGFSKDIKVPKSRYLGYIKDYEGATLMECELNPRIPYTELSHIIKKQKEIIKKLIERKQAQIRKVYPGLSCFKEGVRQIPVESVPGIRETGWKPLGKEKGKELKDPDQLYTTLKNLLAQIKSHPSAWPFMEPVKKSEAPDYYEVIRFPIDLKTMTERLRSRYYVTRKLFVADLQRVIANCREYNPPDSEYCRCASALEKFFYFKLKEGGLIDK
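GCN5L2 (20 nM) in 50mM HEPES pH 7.5, 0.1mM EDTA, 0.01% Tween-20 preincubated 15 min with compounds at room temperature. Reaction started with H3(1-25) 75uM, acetyl-CoA 70uM, ThioGlo1 50uM; CoA-thiol fluorescence (Ex340/Em540) read at 0 and 20 min.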
FEN1 inhibitor = human FEN1 inhibition; P39748; Recombinant FEN1 flap cleavage, fluorescence, 15 min; Potency, µM (titrated, usually from 114 µM), for the others: at the top dose activity change, negative = inhibition, usual class: inhibitors; hit rate 0.35% among 390,000; AID 588795; note: nearly all actives have a fitted effect of over 65% in size
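Steps: FEN1 (10 nM) dispensed; compound added by pin tool; 15 min at room temperature; substrate added to 50 nM final; reads at 0 min and 15 min; data normalized and fitted (four-parameter Hill).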
Numbers without * were called inactive; ? = inconclusive; / = no result given; & = joins results of further samples; [ ] = dose if it differs, or a comment. Calls come from the whole dose curve; as a rule, active = well fitted curve in the direction sought with a large enough effect; inconclusive = small, poorly fitted or top-dose-only effect, or another doubt; inactive = no such curve, though single readings can be large; an effect the other way counts as inactive or inconclusive. Unless noted, % is set by controls: 0 for no effect and ±100 for the full control effect; potency is the fitted concentration of half-maximal effect. The order is random. Share with any hit: about 0.54%.

A first look, seven compounds:
SMILES | N370S GC mod | GCN5L2 inh | FEN1 inhibitor
O=C(O)C1CCCCC1C(=O)NCCc1cccc(Cl)c1 (stereo not drawn) | 2% | -1% | 2%
O=C1CC(c2ccc3c(c2)OCO3)Sc2nc3ccccc3n21 (stereo not drawn) | 9% | ? | -4%
COc1ccc(N/C(N)=N/c2nc(C)cc(=O)[nH]2)cc1 | 4% | -4% | 6%
OCCNc1nc(Nc2ccccc2)nc(Nc2ccccc2)n1 | 11µM* | 0% | 15%
CCOc1ccc(C2=C(C(C)=O)Sc3nnc(C)n3N2C(C)=O)cc1 | / | 0% | -17%
Cc1ccc(-c2nc(CS(=O)CC(=O)NCCN3CCCCC3C)c(C)o2)cc1 (stereo not drawn) | -6% | -3% | 0%
CCOC(=O)c1ccc(S(=O)(=O)NC2CCCCCCC2)n1C | 9% | -6% | -9%

Results, previewed entries included:
SMILES | N370S GC mod | GCN5L2 inh | FEN1 inhibitor
O=C(O)C1CCCCC1C(=O)NCCc1cccc(Cl)c1 (stereo not drawn) | 2% | -1% | 2%
O=C1CC(c2ccc3c(c2)OCO3)Sc2nc3ccccc3n21 (stereo not drawn) | 9% | ? | -4%
COc1ccc(N/C(N)=N/c2nc(C)cc(=O)[nH]2)cc1 | 4% | -4% | 6%
OCCNc1nc(Nc2ccccc2)nc(Nc2ccccc2)n1 | 11µM* | 0% | 15%
CCOc1ccc(C2=C(C(C)=O)Sc3nnc(C)n3N2C(C)=O)cc1 | / | 0% | -17%
Cc1ccc(-c2nc(CS(=O)CC(=O)NCCN3CCCCC3C)c(C)o2)cc1 (stereo not drawn) | -6% | -3% | 0%
CCOC(=O)c1ccc(S(=O)(=O)NC2CCCCCCC2)n1C | 9% | -6% | -9%
COc1ccc(C)cc1NC(=O)CN(C)S(=O)(=O)c1ccc2c(c1)c(=O)n(C)c(=O)n2C | -7% | -30%&-1% | 3%&13%
OC(COc1ccc(OCC(O)CN2CCCCCC2)cc1)CN1CCCCCC1 (stereo not drawn) | 10% | -8% | 8%
COc1ccc(N(C)C(=O)c2nc(-c3cccc(F)c3)n3c2CCCCC3)c(OC)c1 | / | -10% | -1%
CCCCN(C(=O)c1cc(-c2ccc(F)cc2)nc2ccccc12)c1c(N)n(CCCC)c(=O)[nH]c1=O | -1% | 0% | -1%
CCOC(=O)C1CCN(C(=O)c2c(-c3c(F)cccc3Cl)noc2C)CC1 | -3% | 2% | -6%
COc1ccc(CCNC(=O)CSc2nnc(Cc3cccn3C)n2C)cc1OC | -6% | -2% | 18%
CCOC(=O)c1ccccc1NC(=S)N1CCC(C)CC1 | -16% | -1% | -1%
CNC(=O)/C(C#N)=C/c1cc(C)n(-c2ccc(N3CCOCC3)cc2)c1C | -11% | -8% | -12%
CC1(C)Oc2ccc3ccc(=O)oc3c2/C(=C/Nc2ccccc2)C1=O | 22% | 56%[activator] | -22%
COc1ccc(-c2oc3cc(O)c(OC)c(O)c3c(=O)c2OC)cc1 | -8% | -4% | -6%
Cc1cccc(NC(=O)CSc2ccc3nnc(-c4cccnc4)n3n2)c1 | -9% | -3% | 10%
Cc1cc(C)n2ncnc2n1 | 5% | 1% | 1%
Cc1ccc(NC(=O)N2CCCC(c3ccccc3)C2)cc1 (stereo not drawn) | -5% | ? | -8%
O=C1NC(=O)/C(=C\c2ccccc2OCc2ccc([N+](=O)[O-])cc2)N1 | -1% | -9% | -7%
O=C(Cn1ncn2nc(-c3cccs3)cc2c1=O)NCc1ccc(Cl)cc1 | / | -3% | -12%
CCn1cc(C(=O)O)c(=O)c2cc(F)c(N3CCN(C(=S)NC(=O)c4ccc(F)c(F)c4)CC3)cc21 | 9% | -2% | 1%
Cc1cc(-n2nnc3ccccc32)nc2ccccc12 | 7% | -3% | 1%
COc1ccc(NC(=O)COc2ccc(C)cc2)c([N+](=O)[O-])c1 | 0% | -4% | 14%
Cc1ccccc1NC(=O)c1c(C)[nH]c(=S)c(C#N)c1-c1ccco1 | -1% | 44%[activator] | 4%
CCCCC/C=C/C1=CC(=O)C[C@H](c2ccc(Cl)cc2)C1 | / | -8% | -1%
S=C(NCc1ccccc1)N1CCN(C2CCCCC2)CC1 | -2% | -9% | 3%
Cc1nc(NC(=O)CSc2cc(C)c3ccccc3n2)c(Cl)cc1Cl | 8% | 0% | -2%
O=C(COC(=O)c1ccco1)Nc1ccccc1[N+](=O)[O-] | 0% | -2% | 6%
Cc1cc(OCC(=O)NCc2ccccn2)c2c(C)c(C)c(=O)oc2c1 | -4% | -22% | -13%
O=[N+]([O-])c1cc(S(=O)(=O)NCCc2ccccn2)ccc1Cl | / | 0% | -3%
Cc1cccc(NC(=O)C2CCN(S(=O)(=O)c3c(C)noc3/C=C/c3ccco3)CC2)c1 | / | -6% | -14%
CCCn1nnnc1NCc1ccccc1F | -5% | 1% | 14%
O=C(C1CCN(S(=O)(=O)c2cccc3nonc23)CC1)N1CCCCC1 | -1% | -4% | -5%
C=CCC(O)(CC=C)CNC(=O)C1CCC(=O)N(CCCc2ccccc2)C1 (stereo not drawn) | -19% | -8% | -1%
O=C(Cn1nc(C(=O)O)c2ccccc2c1=O)NC12CC3CC(CC(C3)C1)C2 | 17% | -7% | -6%
O=C(CSc1nnc(NC(=O)c2ccco2)s1)Nc1ccccc1 | 4% | -6% | 11%
Cc1cc(C)n(C(=O)CNC(=O)COc2ccccc2)n1 | 8% | -5% | 3%
COc1ccc(NS(=O)(=O)c2ccc3c(c2)CCC(=O)N3)cc1O | -3% | -1% | 50%[activator]
CC1CCCC(NC(=O)C2CCCN2S(=O)(=O)c2cccc3nsnc23)C1C (stereo not drawn) | -1% | -8% | -4%
Cc1ccc(NC(=O)Cn2c(=O)n(CCCCC(=O)NCc3ccc4c(c3)OCO4)c(=O)c3ccccc32)cc1 | / | 0% | -3%
O=C1CCC(=O)N1c1cccc(OS(=O)(=O)c2ccccc2)c1 | -19% | -2% | -9%
CN(C(=O)c1ccccc1C(=O)OCC(=O)Nc1ccc(S(N)(=O)=O)cc1)c1ccccc1 | -13% | -15% | 0%
CCOC(=O)c1nnc(-c2cccs2)nc1NC(C)C | 6% | -7% | -2%
CCNC(=S)NS(=O)(=O)c1ccc(F)cc1 | 5% | -15% | 2%
COc1cc(OC)c(C2CC(=O)N3CN(c4ccccc4)CSC3=C2C#N)cc1OC (stereo not drawn) | 0% | ? | -1%
O=C(CCc1nc2ccccc2[nH]1)Nc1ccc2c(c1)OCCO2 | 2% | 2% | 4%
Cc1cc(OCCCn2ccnc2)ccc1C(C)C | ? | -1% | 1%
CCCNC(=O)NCCC12CC3CC(CC(C3)C1)C2 | 22% | -1% | -8%
Cc1ccc(CN2CCN(Cc3ccncc3)CC2CCO)o1 (stereo not drawn) | 10% | -1% | 4%
COc1ccc(C(=O)Nn2c(SCC(=O)NCc3ccco3)nc3ccccc3c2=O)cc1 | 12% | 1% | -11%
COc1ccc(-n2c(=O)c3ccccc3n(CC(=O)c3ccccc3)c2=O)cc1OC | -3% | -8% | 0%
CC(NC(=S)Nc1ccc([N+](=O)[O-])cc1)c1ccncc1 (stereo not drawn) | -5% | -1% | -6%
O=C(CCN1CCCCCC1)Nc1cccc(Cl)c1 | 2% | 0% | -15%
Clc1c(-c2nnc3n2CCC3)sc2ccccc12 | 18% | -3% | -4%
CC(C)c1ccc(CNc2ncccn2)cc1 | -6% | -21% | 1%
CCCCn1c(N)c(N(CCOC)C(=O)c2ccc(-c3ccc(C(C)=O)cc3)o2)c(=O)[nH]c1=O | 5% | -16% | -1%
CCC(=O)N1CCc2cc(S(=O)(=O)NCCC(=O)N3CCc4ccccc4C3)ccc21 | 16% | -3% | -8%
Cc1ccc(-c2csc3ncnc(NCCN4CCOCC4)c23)cc1 | ? | -1% | 0%

One compound at a time (already shown).
Entry for CC(NC(=S)Nc1ccc([N+](=O)[O-])cc1)c1ccncc1 (stereo not drawn) → N370S GC mod: -5%; GCN5L2 inh: -1%; FEN1 inhibitor: -6%
Entry for COc1ccc(C(=O)Nn2c(SCC(=O)NCc3ccco3)nc3ccccc3c2=O)cc1 → N370S GC mod: 12%; GCN5L2 inh: 1%; FEN1 inhibitor: -11%

More compounds follow.
SMILES | N370S GC mod | GCN5L2 inh | FEN1 inhibitor
CN1CCN(CC(=O)Nc2c(C(=O)C3CC3)oc3ccccc23)CC1 | -2% | 3% | 4%
Cc1ccc(C(=O)NCc2cccnc2)cc1S(=O)(=O)N1CCCCCC1 | 0% | -1% | 14%
Cc1sc2c(c1C)CN(CCN1CCOCC1)CN2C(=O)c1ccccc1 | 3% | 0% | 16%
C/C(Cl)=C/Cn1c(NCCN(C)C)nc2c1c(=O)n(C)c(=O)n2C | -3% | -9% | -6%
O=S(=O)(c1ccc(Br)cc1)c1nnn2c1nc(NCc1ccc3c(c1)OCO3)c1sccc12 | / | -9% | -30%
Cc1nc2ncnn2c(C)c1CCC(=O)NC(C)CCc1ccco1 (stereo not drawn) | 2% | ? | 8%
CC(=O)Nc1ccc2c(c1)OCCOCCOc1cc(NC(C)=O)ccc1OCCOCCOCCO2 | -9% | -12% | /
CCc1ccc(NC(=O)Cc2c(C(=O)O)c(C)cn2C)cc1 | / | 4% | -1%
COC(=O)Cn1c2ccccc2c2nc(C)sc21 | -9% | -1% | -4%
Cc1c(C(=O)NCc2ccc(F)cc2)sc2nc(-c3ccccc3)cn12 | / | -12% | -19%
Cc1cccc(C(=O)NCc2ccco2)c1 | -3% | -19% | -2%
Oc1c(Br)cccc1/C=N/c1ncn[nH]1 | 0% | -1% | -7%
O=C(O)C1CCN(S(=O)(=O)c2cccnc2)CC1 | -6% | -1% | -6%
CCc1ccccc1NC(=O)CN(C)S(=O)(=O)c1ccc2c(c1)c(=O)n(C)c(=O)n2C | 5% | -8% | 9%
COC(CNC(=O)C1CCCN1C(=O)OCc1ccccc1)OC (stereo not drawn) | 5% | -10% | -1%
Cc1noc(C)c1CSc1nnc(C)c(=O)[nH]1 | 0% | -1% | -4%
COc1cc(C(=O)Nc2nc3ccccc3[nH]2)cc(OC)c1OC | 1% | 0% | 8%
COc1ccccc1-c1nc(NCc2cccs2)c2ccccc2n1 | -17% | -21% | /
COc1cccc(/C=N/NC(=O)CCc2c(C)n[nH]c2C)c1 | -1% | -7% | 3%
COc1ccccc1-n1cc(-c2ccc([N+](=O)[O-])cc2)[nH]c1=S | 1% | -10% | 2%

Three entries drawn at random from those above:
SMILES | N370S GC mod | GCN5L2 inh | FEN1 inhibitor
CCc1ccc(NC(=O)Cc2c(C(=O)O)c(C)cn2C)cc1 | / | 4% | -1%
CC(=O)Nc1ccc2c(c1)OCCOCCOc1cc(NC(C)=O)ccc1OCCOCCOCCO2 | -9% | -12% | /
CN1CCN(CC(=O)Nc2c(C(=O)C3CC3)oc3ccccc23)CC1 | -2% | 3% | 4%

Going on with the list:
SMILES | N370S GC mod | GCN5L2 inh | FEN1 inhibitor
O=C(O)c1cc(N/N=C/c2ccc(-c3ccc(F)cc3)o2)ccc1Cl | 1% | -8% | -2%
CC(C)c1cc(-c2cc(C(=O)NCc3ccccc3)on2)nc(NC2CCCC2)n1 | 10% | -12% | -22%
Cc1ccccc1OCC(=O)N1CCC(c2nc3ccccc3s2)CC1 | / | -8% | -21%
COC(=O)CCCC1=CC2=CC(=O)C(C)(OC(=O)c3cccs3)C(=O)C2=CN1CCc1ccccn1 (stereo not drawn) | -6%[12.8 µM] | -23% | -1%
CC(=O)N1CCN(C(=O)c2cccc(S(=O)(=O)Nc3ccc(C)cc3)c2)CC1 | 0% | 1% | 8%
COc1cccc(C(=O)CSc2nc3ccccc3n2CC(=O)N(C(C)C)C(C)C)c1 | 8% | -3% | 0%
CCOc1cc(S(=O)(=O)N2CC=C(c3ccc(F)cc3)CC2)c(OCC)cc1-n1cnnn1 | -3% | -9% | -18%
CCN1CCCC1Cn1cnc2c([nH]c3ccc(Cl)cc32)c1=O (stereo not drawn) | -3% | -4% | 2%
COc1ccc(NC(=O)c2coc(=O)c3ccccc23)cc1OC | / | 1% | -5%
Cc1nc2ccccc2c(=O)n1/N=C/c1ccc(F)cc1 | -1% | 1% | -8%
COc1cc(NC(=O)c2ccc3c(c2)OCO3)ccc1NC(=O)c1ccco1 | 11% | -2% | 0%
COc1cccc(CNC(=O)Cn2c(=O)ccc3cc(S(=O)(=O)N4CCC(C)CC4)ccc32)c1 | / | -2% | 2%
Cc1ccc(CNC(=O)CSc2ncn[nH]2)cc1 | -5% | 0% | 13%
CC(C)(C)OC(=O)NCCc1nnc(S(=O)(=O)Cc2ccc(Cl)cc2Cl)o1 | 2% | -4% | 3%
